# SR-BI uptake up = activators of SR-BI mediated HDL lipid uptake | CHO ldlA[mSR-BI] cells, DiI-HDL uptake fluorescence, 3 h; 100 = double the neutral-control signal | activation, % at 12.5 µM | 320,000 tested, 0.096% active | AID 504775;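 active means mean replicate activation of at least 60% and every replicate at or above 60%; inconclusive means mean or all-replicate condition met, but not both; inactive means mean below 60% and not all replicates reaching 60%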;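 further: 0% = median plate neutral-control signal and 100% = twice that signal; values of inactives mirror those of a sister screen read the other way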
#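 material = CHO ldlA[mSR-BI] cells | medium = Ham's F12 with 0.5% BSA, HEPES 25 mM, pH 7.4 | reagent = fluorescent DiI-HDL, 10 µg/mL final | compound dosing = single-point compound dose | incubation = 3 h, 37 °C | measured by = bottom-read fluorescence, 550/595 nm | measure = HDL uptake via cellular fluorescence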
# PKA-R2B act = activates the human PKA-R2B holoenzyme complex. activation, % at 11.4 µM. PKA-R2B holoenzyme dissociation, Cy5-IP20 fluorescence polarization; R2B truncated from residue 108, S112A mutant; 0% DMSO only, 100% 113 µM cGMP. 340,000 tested, 0.079% active. P22694+P31323. AID 504700;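 active means activation above a cutoff set at the mean over all compounds plus 3 SD, cut at about 18% in these data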;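 further: higher means more holoenzyme dissociation and a rise in polarization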
# Target sequence (P31323 whole entry, looked up, other chains not shown, the tested form may be a part): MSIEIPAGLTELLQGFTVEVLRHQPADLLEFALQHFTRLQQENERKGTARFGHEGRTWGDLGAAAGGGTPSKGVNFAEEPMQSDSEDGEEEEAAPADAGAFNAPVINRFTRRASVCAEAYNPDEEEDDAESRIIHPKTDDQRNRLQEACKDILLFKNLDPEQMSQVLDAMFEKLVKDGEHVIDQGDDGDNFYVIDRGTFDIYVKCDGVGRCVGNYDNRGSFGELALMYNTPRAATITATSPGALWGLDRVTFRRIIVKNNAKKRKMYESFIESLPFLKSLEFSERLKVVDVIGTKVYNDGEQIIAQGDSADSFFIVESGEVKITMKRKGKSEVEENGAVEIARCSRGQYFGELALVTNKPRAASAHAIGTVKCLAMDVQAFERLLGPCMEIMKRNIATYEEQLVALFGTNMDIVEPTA
# SR-BI DiI inh = mouse SR-BI HDL lipid transfer inhibition | 320,000 tested, 0.96% active | Q61009 | ldlA[mSR-BI] CHO cells, DiI-HDL uptake fluorescence, 3 h | inhibition, % at 12.5 µM;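 active means mean replicate inhibition of at least 70% and a set share of replicates each scoring 70 or more; inconclusive means meets just one of the two criteria; inactive means fails both criteria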;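 further: 0% = median of neutral control wells and 100% = median of positive control wells; values of inactives mirror those of a sister screen read the other way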
# PKA-R1A act = activators of PKA-R1A complex; PKA-R1A dissociation, Cy5-IP20 fluorescence polarization; scaled: DMSO 0%, 113 µM cGMP 100%; activation, % at 11.4 µM; 340,000 tested, 0.083% active; AID 504707;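 active means percent activation above the mean of all tested compounds plus 3 SD, cut at about 19% in these data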;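 further: higher means more PKAc released from R1A so a rise in polarization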
# NSD2 inh = inhibitors of human histone methyltransferase NSD2; NSD2 peptide methylation, AlphaScreen, 120 min; 310,000 tested, 0.54% active; O96028; inhibition, % at 12.5 µM; in the data active means inhibition above about 50%
# dFosB act = enhances mouse delta FosB homodimer DNA binding; P13346; purified delta FosB, TAMRA-CDK5 oligo fluorescence polarization; percent of positive-control signal above neutral wells; activation, % at 25 µM; 340,000 tested, 0.99% active;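 active means mean activation above about 17%, with every replicate also reaching it, limit read from the data, passing the limit was not always enough; inconclusive means only one of the two conditions met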;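 further: fluorescence polarization rise as delta FosB binds a TAMRA Cdk5 AP-1 oligo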
# Pemphigus Ab inh = inhibitors of pemphigus antibody binding to human desmoglein-3; P32926; DSG3-coupled beads, scFv-anti-DSG3-GFP binding, flow cytometry; stronger effect = lower value; binding (percent of control), % at 10 µM; 310,000 tested, 0.48% active; AID 588358;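 active means binding more than 3 SD below its plate's average and above zero; inconclusive means below that plate limit but binding exactly zero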;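 further: hits lower antibody fragment binding to DSG3; some compounds called inactive have numbers as strong as hits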
# SUMO Mot1 rescue = inhibitors of SUMOylation pathway: yeast Mot1-301 growth rescue; growth rescue, % at 18.8 µM; 320,000 tested, 1% active; AID 2716; S. cerevisiae Mot1-301 growth rescue, ATP luminescence, 38.5C; percent above DMSO median, 100 means doubled;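 active means every valid replicate shows activation above 250% relative to neutral control wells; inactive means the rest, any valid replicate at or below 250%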;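 further: OY570 slx delta 5 strain wells were the positive control but not used for scaling; some compounds called inactive have numbers as strong as hits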
# MITF act = MITF TRPM1 promoter activation in melanoma cells; 300,000 tested, 0.75% active; SK-MEL-5 TRPM1-promoter luciferase, 24 h; % of positive control, neutral wells = 0; activation, % at 12.5 µM;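 active means mean activation of at least 80% with every replicate also reaching 80%; inconclusive means mean reaches 80% but some replicate falls short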;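 further: 0% = neutral control wells and 100% = parthenolide positive control wells; values of inactives mirror those of a sister screen read the other way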
# Arr AP2 block = inhibitors of human beta-arrestin and AP2 interaction; FITC-arrestin peptide / GST-AP2 beads, flow cytometry; AP2 beta2 appendage carries R879A mutation; inhibition, % at 10 µM; 340,000 tested, 0.31% active; AID 504490;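 active means inhibition above a set limit, near 3 SD of compounds lacking own fluorescence, cut at about 54% in these data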;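 further: plate controls were DMSO wells for no effect and 5 µM unlabelled arrestin peptide for full effect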
#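 System: GST-AP2 R879A glutathione beads. Medium: PBS with 0.05% Tween 20 and 0.1% BSA. Also added: FITC-arrestin peptide, 50 nM. Incubation: 12 min plus 1 h, RT. Measured by: high-throughput flow cytometry of beads, ex 488, em 535 nm. Evaluation: percent drop in bead-associated FITC signal.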
# CDK5 inh = blocks human CDK5/p35 kinase activity | Q00535+Q15078 | Recombinant CDK5/p35, ADP-Glo luminescence, 60 min | inhibition, % at 10 µM | 330,000 tested, 0.01% active;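 active means highest replicate inhibition of at least 50% and at least 75% of replicates reaching 50%; inconclusive means only one of the two criteria met; inactive means both criteria failed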;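 further: plate controls were DMSO neutral control for no effect and GW8510 at 10 µM for full effect; many of its hits are not listed in these tables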
# Target sequence (Q00535 whole entry, looked up): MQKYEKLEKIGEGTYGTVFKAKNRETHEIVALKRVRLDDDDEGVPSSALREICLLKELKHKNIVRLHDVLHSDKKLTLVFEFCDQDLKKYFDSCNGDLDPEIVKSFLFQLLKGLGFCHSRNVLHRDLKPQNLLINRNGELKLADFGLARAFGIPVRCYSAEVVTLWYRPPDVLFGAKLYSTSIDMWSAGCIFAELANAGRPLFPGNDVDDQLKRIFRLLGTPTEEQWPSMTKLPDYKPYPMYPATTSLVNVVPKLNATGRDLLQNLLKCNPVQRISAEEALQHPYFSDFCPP
# Target sequence (Q15078 whole entry, looked up): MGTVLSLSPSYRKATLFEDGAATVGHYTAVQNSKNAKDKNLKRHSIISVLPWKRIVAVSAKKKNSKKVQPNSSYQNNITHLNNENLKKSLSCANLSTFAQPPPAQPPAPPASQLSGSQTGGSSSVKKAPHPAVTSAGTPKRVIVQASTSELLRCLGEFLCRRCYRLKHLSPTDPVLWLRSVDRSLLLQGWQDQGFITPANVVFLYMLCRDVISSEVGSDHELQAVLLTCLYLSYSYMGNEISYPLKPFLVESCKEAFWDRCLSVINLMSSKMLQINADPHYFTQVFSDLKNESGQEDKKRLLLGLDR
# An asterisk follows results filed as active; u = inconclusive; x = no result given.
SMILES,SR-BI uptake up,PKA-R2B act,SR-BI DiI inh,PKA-R1A act,NSD2 inh,dFosB act,Pemphigus Ab inh,SUMO Mot1 rescue,MITF act,Arr AP2 block,CDK5 inh
CCCCOC(=O)c1ccc(NC(=O)C(=O)NCCN(CC)CC)cc1,12,-3,-12,-1,5,-4,96,156,x,40,0.3
CC1CN(S(=O)(=O)c2cccc(C(=O)NCCC3=CCCCC3)c2)CC(C)O1 (centres undefined),-20,-14,20,-6,-5,-8,105,6,-14,15,-0.1
CCCCCC(=O)N/N=C(\C)c1ccc(NC(=O)c2ccco2)cc1,-69,3,69,-10,-4,6,100,4,19,0,-0.9
CCc1ccccc1NC(=O)C1CCCN(S(=O)(=O)c2c(C)noc2C)C1 (centres undefined),-5,7,5,-16,-2,0,102,-3,-2,-3,-2.0
Cc1cc(=O)oc2c3c(cc(OCC(=O)NCC4CCC(C(=O)O)CC4)c12)OC(C)(C)CC3 (centres undefined),-1,5,1,7,x,-3,91,396,x,-8,0.0
COC(=O)c1cccc(N2C(=O)c3ccccc3S2(=O)=O)c1,-1,3,1,-3,-10,1,111,22,-2,-5,0.0
CS(=O)(=O)N1CCC(C(=O)N2CCN(c3ccccc3F)CC2)CC1,17,-1,-17,5,-5,0,94,310*,1,3,1.2
CCN(CC)S(=O)(=O)c1ccc(N2CCN(C)CC2)c(NC(=O)CSCC(=O)Nc2cccc(C)c2)c1,30,-6,-30,-15,5,-11,102,-10,6,24,-3.5
COc1cc(OC)c(C(=O)O/N=C(\N)c2ccccc2)cc1OC,-9,5,9,7,0,1,105,-17,29,-7,1.0
O=C(O)c1ccccc1NS(=O)(=O)c1ccc2c3c(cccc13)C(=O)N2,17,-1,-17,-9,-2,1,102,-12,-3,23,-0.3
O=C(c1ccco1)N1CCN(C(=O)c2sccc2-c2ccccc2)CC1,-16,0,16,1,9,0,99,-20,-1,-3,-0.9
CCOC(=O)C(C)Sc1nc(=O)n2ccccc2n1 (centres undefined),0,7,0,5,-1,6,79,3,5,-27,-0.1
COc1ccc(OCc2cc(=O)[nH]c3ccccc23)cc1,-22,-2,22,-2,1,-6,98,1,17,0,0.8
CNS(=O)(=O)c1cccc(C(=O)OCc2cc(=O)n3cc(Br)ccc3n2)c1,-24,-5,24,-2,4,-7,108,-16,8,25,0.7
Cc1cnc(C(=O)OCC(=O)Nc2ccc(C)c(S(=O)(=O)N3CCOCC3)c2)cn1,0,13,0,-5,0,-4,89,-5,-14,-12,0.2
CCOc1ccccc1N1CCN(C(=O)C2c3ccccc3Oc3ccccc32)CC1,-51,2,51,-15,10,-4,104,x,-18,5,0.0
O=C(O)c1cc2nc(C3CC3)cc(C(F)(F)F)n2n1,x,-8,x,4,x,-2,109,5,-8,0,-2.2
C1CCC(n2nnnc2CN2CCN(C3CCCC3)CC2)CC1,9,-12,-9,4,1,2,x,-9,-2,32,1.2
COCCn1c(SCC(=O)Nc2ccc(F)cc2F)nc2c([nH]c3ccccc32)c1=O,-10,10,10,12,-1,-6,92,10,-23,20,-1.3
Cc1cc(C)cc(NC(=O)C(c2ccccc2)N2CCN(CC(=O)N3CCCC3)CC2)c1 (centres undefined),22,-2,-22,-9,1,5,x,x,-6,3,-1.0
COc1ccccc1NC(=O)c1cc2ccccc2nc1C,-36,2,36,-3,3,11,97,-15,-10,28,0.3
Cn1c(Oc2ccccc2NCc2cccc(Br)c2)cc(=O)n(C)c1=O,-21,-9,21,5,-2,-2,102,-20,-14,-7,-0.1
Cc1nc2cc(-c3ccccc3)[nH]n2c(=O)c1C,20,8,-20,-1,-2,-2,100,14,27,-11,1.3
COc1cc(C(=O)N/N=C/c2ccccn2)cc(OC)c1OC,-26,-1,26,-2,-4,-21,95,935*,-15,37,0.2
CCn1c(=O)n(CC)c2cc(S(N)(=O)=O)ccc21,7,-13,-7,-8,x,1,100,-10,7,-2,1.1
CCCc1nnc(SCC(=O)Nc2ccc(C(=O)OCC)cc2)o1,8,9,-8,6,-2,-8,109,-20,-3,-5,0.7
Cc1cc2c(=O)n(C)c(SCC(=O)Nc3ccccc3)nc2s1,x,-7,x,-1,1,-29,113,158,x,21,-0.6
O=C(N/N=C\c1ccc(Br)cc1)c1ccc(Cn2cccn2)o1,-7,-4,7,1,-2,-8,102,3,24,-1,1.2
O=C(CCN1C(=O)C2CCCCC2C1=O)Nc1nc(-c2ccccc2)cs1 (centres undefined),-5,3,5,-15,-1,-9,x,8,x,-13,-0.8
Cc1ccc(S(=O)(=O)C(c2ccccc2)c2c(C)noc2C)cc1 (centres undefined),-5,2,5,2,1,-1,101,2,0,-14,-4.2

# Record cards, as listed above. Values in the order: SR-BI uptake up | PKA-R2B act | SR-BI DiI inh | PKA-R1A act | NSD2 inh | dFosB act | Pemphigus Ab inh | SUMO Mot1 rescue | MITF act | Arr AP2 block | CDK5 inh
# Cc1cc(C)cc(NC(=O)C(c2ccccc2)N2CCN(CC(=O)N3CCCC3)CC2)c1 (centres undefined) as listed: 22 | -2 | -22 | -9 | 1 | 5 | x | x | -6 | 3 | -1.0
# C1CCC(n2nnnc2CN2CCN(C3CCCC3)CC2)CC1 as listed: 9 | -12 | -9 | 4 | 1 | 2 | x | -9 | -2 | 32 | 1.2

# Next structures:
SMILES,SR-BI uptake up,PKA-R2B act,SR-BI DiI inh,PKA-R1A act,NSD2 inh,dFosB act,Pemphigus Ab inh,SUMO Mot1 rescue,MITF act,Arr AP2 block,CDK5 inh
COc1cccc(C(=O)Nc2ccc3c(c2)C(=O)c2ccccc2C3=O)c1,-44,-9,44,-2,6,-1,98,-8,63,10,-0.6
CCCCNC(=O)N1CCN(c2ccccc2OCC)CC1,-19,2,19,0,-1,-6,105,8,-3,-4,-2.6
Cc1ccc[n+](-c2[nH]c(=O)sc2/C=N/NC(=O)c2ccccc2[O-])c1,4,-2,-4,-2,-1,-4,x,3,1,6,-2.7
COCCN(C(=O)COC(=O)C(c1ccccc1)c1ccccc1)c1c(N)n(Cc2ccccc2)c(=O)[nH]c1=O,30,1,-30,-10,-2,4,99,0,-1,-1,-0.2
COc1cc2nc(SCC(=O)NCc3ccco3)n(Cc3ccc(Cl)cc3)c(=O)c2cc1OC,4,-5,-4,0,x,-1,110,11,-61,3,0.0
CCOC(=O)C1=C(C)N=C2SCCC(=O)N2[C@@H]1/C=C/c1ccccc1,-18,-2,18,7,1,-14,106,-29,2,0,2.6
Cc1cccc(C)c1NC(=S)N/N=C/c1ccc(OCCC(C)C)cc1,5,-5,-5,-11,-1,-3,111,-2,-2,-10,1.5
O=C(CSc1nnc(-c2cc3ccccc3cc2O)n1Cc1ccco1)c1ccc(F)cc1,x,-8,x,-1,0,-6,x,-17,x,14,0.4
COCCN=c1scc(-c2ccc3c(c2)NC(=O)CO3)n1/N=C(\C)c1ccc(O)cc1,-71,-6,u,4,6,-4,99,-8,-17,-22,-1.5
COc1ccc(-c2c(C)nn3c(N4CCCCCC4)cc(C)nc23)cc1OC,-29,-3,29,8,-3,-16,97,38,-19,-3,3.5
Cc1ccc(N2CC(C(=O)Nc3nnc(SCCC4OCCO4)s3)CC2=O)cc1C (centres undefined),-2,1,2,4,1,-11,108,-16,8,-6,0.6
Cc1cn(-c2cc(NC(=O)c3ccc(C)c(NC(=O)c4cccc(-c5cn[nH]c(=O)c5)c4)c3)cc(C(F)(F)F)c2)cn1,-65,-11,65,5,x,41*,97,14,2,13,-2.2
CCOC(=O)CCSc1nc(C(C)(C)C)cc(C(F)(F)F)c1C#N,15,3,-15,4,0,-2,x,-2,x,18,-0.8
COc1ccc(NS(=O)(=O)c2cccc(C(=O)N3CCN(C(=O)c4ccco4)CC3)c2)cc1,-9,-4,9,-2,-1,-11,x,38,4,-9,0.7
O=C(COc1ccc2c3c(c(=O)oc2c1)CCC3)NCCCN1CCCC1=O,4,1,-4,-3,0,-8,95,3,16,-16,1.3
Cc1ccccc1-c1nc(CS(=O)(=O)CC(=O)NC(C)c2ccccc2)c(C)o1 (centres undefined),4,1,-4,1,2,-26,94,5,0,21,-0.8
O=C1N[C@@H](c2ccccc2)COC(=O)[C@H](Cc2ccc(F)cc2)C/C=C\C[C@@H]1CC(=O)N(CCO)Cc1ccccc1,-15,-6,15,1,x,0,108,0,-2,-3,-2.1
CC1CCN(C(=O)COC(=O)c2n[nH]c3ccccc23)CC1,0,-5,0,-1,-1,0,92,-10,66,9,2.4
CCc1ccc(N2C(=O)CC(N3CCC(C(=O)OC)CC3)C2=O)cc1 (centres undefined),x,-10,x,-1,0,6,114,491*,-1,-4,0.1
Cc1c(C(=O)N/N=C/c2c(O)ccc3ccccc23)nnn1-c1nonc1N,-10,-4,10,1,3,38*,84,13,-44,34,0.9
O=C(OCc1ccc(Br)cc1)c1cccnc1Cl,x,11,x,9,6,-1,115,-16,-2,-7,0.4
O=C(CN=C1NC(=O)C(c2ccccc2)(c2ccccc2)N1)NCc1ccc(F)cc1,20,-2,-20,-6,34,-3,93,16,15,-2,1.7
COc1ccc(Cc2nnc(NC(=O)CSc3ccccc3)s2)cc1,13,-1,-13,3,-1,-5,98,4,3,16,2.6
Cc1cccc(CN2CCC(C(=O)Nc3cccc(-c4cccc(F)c4)c3)CC2)n1,-22,-5,22,9,-3,-13,101,8,-24,38,-0.1
CCCC(=O)Nc1ccc(-c2nc3ncccc3o2)cc1,-38,1,38,-12,-4,-15,103,-7,x,-1,1.0
O=C(/C=C/c1c(Cl)nc2ccccn12)N1CCN(c2ccccc2F)CC1,-13,-8,13,-8,2,-4,100,5,5,0,1.5
Cc1ccc(C(C(=O)NC(C)(C)C)N(CC2CCCO2)C(=O)CCC(=O)Nc2ccccn2)cc1 (centres undefined),6,-6,-6,5,-3,-9,100,-6,-6,1,0.9
CCOC(=O)N1CCN(C(=O)c2cc3sccc3n2C)CC1,4,-1,-4,10,-3,-1,113,-8,-5,-5,-2.1
COC(=O)C(CC(C)C)NC(=O)c1cc(OC)c(OC)c(OC)c1 (centres undefined),-19,1,19,-4,-1,0,110,7,x,7,-1.9
Cc1ccc2c(C(=O)CN3CCN(C4CCCCC4)CC3)c(C)[nH]c2c1,-10,3,10,8,x,-4,102,0,1,-24,0.3

# From PubChem BioAssay
